From PubChem BioAssay
CCT chaperon mod: changes cytosolic chaperonin activity | 360,000 tested, 0.3% active | activity change, % (test concentration not listed), hits read low | purified chaperonin ATPase assay, HTRF ADP detection, 30 min; in the data active = activity change below about -30%; also: % is scaled to controls: 0 for no effect and ±100 for the full control effect
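First, chaperonin was dispensed at 40 nM or 20 nM final depending on batch activity. Next, compounds were pinned at 76 uM and ATP added at 10 uM. After 30 min at 37 °C, ADP detection reagents ran 30 min at ambient temperature.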
EPAC2 ag: EPAC2 (human) agonism; Q8WZA2; EPAC2 activation, biochemical qHTS; response scale: 100% = 6.5 mM cAMP response; Potency, µM (top dose mostly 154 µM), for inactives: top-dose activation, most hits filed as activators; 360,000 tested, 0.079% active; AID 720711; also: potency is read from the fitted curve at half-maximal effect; nearly all actives have a fitted effect of over 50% in size
Target sequence (Q8WZA2 whole entry, looked up): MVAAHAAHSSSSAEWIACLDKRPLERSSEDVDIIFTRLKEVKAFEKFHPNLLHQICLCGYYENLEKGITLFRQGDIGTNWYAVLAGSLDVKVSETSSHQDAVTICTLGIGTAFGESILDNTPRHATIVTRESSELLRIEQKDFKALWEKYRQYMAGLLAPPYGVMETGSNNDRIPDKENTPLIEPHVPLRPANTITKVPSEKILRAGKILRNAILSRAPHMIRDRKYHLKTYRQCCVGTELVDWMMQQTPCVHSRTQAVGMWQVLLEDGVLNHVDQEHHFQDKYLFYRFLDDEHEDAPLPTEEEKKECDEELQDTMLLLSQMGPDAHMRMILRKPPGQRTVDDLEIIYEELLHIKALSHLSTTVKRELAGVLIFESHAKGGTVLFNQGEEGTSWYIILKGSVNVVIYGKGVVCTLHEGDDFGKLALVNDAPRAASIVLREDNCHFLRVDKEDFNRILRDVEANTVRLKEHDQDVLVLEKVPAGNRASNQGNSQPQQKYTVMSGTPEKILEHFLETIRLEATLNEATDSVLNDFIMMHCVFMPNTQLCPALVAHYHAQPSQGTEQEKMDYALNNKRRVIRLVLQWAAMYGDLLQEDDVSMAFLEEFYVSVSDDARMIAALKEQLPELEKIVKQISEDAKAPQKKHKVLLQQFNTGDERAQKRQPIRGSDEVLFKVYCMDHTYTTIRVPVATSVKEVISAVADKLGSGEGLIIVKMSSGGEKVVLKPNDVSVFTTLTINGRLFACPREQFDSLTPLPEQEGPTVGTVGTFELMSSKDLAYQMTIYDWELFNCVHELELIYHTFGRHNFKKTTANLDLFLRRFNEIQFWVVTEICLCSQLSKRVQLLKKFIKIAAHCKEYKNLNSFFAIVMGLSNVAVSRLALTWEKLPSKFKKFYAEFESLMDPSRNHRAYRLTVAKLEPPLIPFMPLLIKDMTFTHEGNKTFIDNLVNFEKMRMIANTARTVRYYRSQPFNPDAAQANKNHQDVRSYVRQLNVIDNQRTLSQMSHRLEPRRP
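Setup: EPAC2 100 nM, labeled Rap1B complex 250 nM, free GDP 50 uM. Compound titrations pinned in, brief spin, 5 min room temperature incubation. Kinetic fluorescence read over 30 min, normalized to 6.5 mM cAMP.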
MmCpn inh: M. maripaludis TRiC chaperonin inhibition | Potency, µM (series often up to 76.9 µM), for inactives: at the top dose activity, negative = inhibition, usual class: inhibitors | 330,000 tested, 0.031% active | purified Mm-Cpn ATPase, ADP Transcreener TR-FRET | AID 504842; also: potency is read from the fitted curve at half-maximal effect; % is scaled to controls: 0 for no effect and ±100 for the full control effect; nearly all actives have a fitted effect of over 80% in size
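ATPase turnover read by TR-FRET ADP competition (Eu cryptate antibody/ADP-d2, 665/590 nm): 10uM ATP final, 25nM Mm-CPN final, 30 min 37degC after 10-min compound preincubation, pH 7.4 Tris/KCl/MgCl2/DTT buffer.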
EPAC2 antag: EPAC2 (human) antagonism | Q8WZA2 | EPAC2 GEF exchange of Rap1B-BODIPY-GDP, fluorescence | Potency, µM (titrated, usually from 114 µM), inactives show at the top dose activity, negative = inhibition, hits mostly inhibitors | 360,000 tested, 0.18% active; also: potency is read from the fitted curve at half-maximal effect; % is scaled to controls: 0 for no effect and ±100 for the full control effect; nearly all actives have a fitted effect of over 45% in size; many of its hits are not listed in these tables
DRD3 antagonist: D3 dopamine receptor (human) antagonism. 360,000 tested, 2.5% active. max response, negative = inhibition, %. D3R cells, DiscoveRx beta-arrestin luminescence, antagonist mode; stronger effect = lower value. P35462; in the data active = max response below about -50%; inconclusive = no clear call, values can overlap the other calls; also: % is scaled to controls: 0 for no effect and ±100 for the full control effect; mostly tested at two doses, the higher about 12 µM
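Cells plated overnight at 1500 cells/well, then exposed to library compounds with dopamine controls for 90 minutes at 37 degrees C. DiscoveRx reagent added for 30–60 minutes at room temperature; luminescence read, quantitative HTS format.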
DRD3 agonist: agonists of human D3 dopamine receptor; P35462; D3R DiscoveRx beta-arrestin cells, luminescence, 90 min; max activation, %; 410,000 tested, 0.58% active; AID 652048; in the data active = max activation above about 30%; also: 0% is about no effect; mostly tested at two doses, the higher about 12 µM
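Agonist mode: compounds and dopamine controls were applied to plated cells for 90 min at 37 degrees C after an overnight attachment at 1500 cells/well. Luminescent read-out followed 30 - 60 minutes at room temperature with DiscoveRx detection reagent.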
pAkt inh: inhibitors of Akt phosphorylation. Neuro2A IGF-stimulated pAkt S473 HTRF, 20 min; stronger effect = lower value. activity change, % for hits at 50 µM. 360,000 tested, 0.32% active. AID 651550; in the data active = activity change below about -80%; inconclusive = mostly about -51% to -80%; also: % is scaled to controls: 0 for no effect and ±100 for the full control effect
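Neuro2A cells (4,500/well, DMEM with 0.5% FBS) were treated with compound at a single 50 µM final concentration, stimulated with 6 nM IGF for 20 min at 37 °C, and lysed. Phospho-Akt Ser473 was read by HTRF as 665/615 ratio ×10^4.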
PTHR1 ag: agonists of human PTHR1 parathyroid hormone receptor; 410,000 tested, 0.075% active; Potency, µM (top dose mostly 115 µM), without a hit: top-dose activation, most hits filed as activators; Q03431; HEK293 GP2 PTHR1 cells, GloSensor cAMP luminescence, 1 h; also: potency is read from the fitted curve at half-maximal effect; nearly all actives have a fitted effect of over 55% in size; some results filed as inactive show a strong effect at the top dose; inactives centre near -15; many of its hits are not listed in these tables
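HEK-293-derived GP2 cells expressing PTHR1 and a GloSensor cAMP reporter, 3,000/well, plated overnight, given luciferin plus IBMX (each 0.5 mM as added) for 1 h at 37 °C, then compound for 1 h at 37 °C. Luminescence was read after 15 min at room temperature.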
An asterisk follows results filed as active; i = inactive; u = inconclusive; x = no result given; & = joins results of further samples; [ ] = dose if it differs, or a comment. Unless noted, calls follow the shape of the dose curve; as a rule, active = well fitted curve in the direction sought with a large enough effect; inconclusive = small, poorly fitted or top-dose-only effect, or another doubt; inactive = no such curve, though single readings can be large; an effect the other way counts as inactive or inconclusive. These rows are one share of the data; the hit share may differ from the screen's.

Structure,CCT chaperon mod,EPAC2 ag,MmCpn inh,EPAC2 antag,DRD3 antagonist,DRD3 agonist,pAkt inh,PTHR1 ag
CC(C)(C)n1nnnc1C(c1ccc(Cl)cc1)N1CCCc2ccccc21 (stereo not drawn),-1.0,-12%,1%,-6%,0,-9,i,-5%
Nc1ncc(-c2nnnn2-c2ccc(Cl)cc2)c(-c2ccc(Cl)cc2)n1,-1.0,-4%,-1%,-8%,-23,8,i,12%
Cc1nnc(SC(C)C(=O)Nc2sc3c(c2C#N)CCCC3)[nH]c1=O (stereo not drawn),0.9,4%,-1%,-20%,-3,1,i,-40%[inhibitor]
CC(/C=C/C=C/c1ccccc1)=N/NC(=O)CNc1ccccc1C,1.0,6%,1%,-2%,-2,17,i,i
CCOc1ccc(CCNC(=O)Cc2ccc(S(=O)(=O)N3CCOCC3)s2)cc1OCC,0.3,7%,-3%,3%,1,5,i,-8%
Cc1c(/C(O)=C2/C(=O)C(=O)N(CCN3CCOCC3)C2c2ccccn2)cnn1-c1ccccc1 (stereo not drawn),-0.4,3%,0%,5%,14,-7,i,0%
CCCOc1ccccc1C(=O)N(Cc1cccc(Br)c1)C1CCS(=O)(=O)C1 (stereo not drawn),2.6,3%,2%,0%,11,4,i,-21%
COC(=O)c1cc(Nc2cc(C)nc3ncnn23)cc(C(=O)OC)c1,1.0,14%,1%,8%,-22,-9,i,-15%
Cc1nnc(SCC(=O)Nc2ccccc2C(=O)NC2CC2)s1,-2.6,0%,-1%,2%,4,1,i,-28%
Cc1ccc(S(=O)(=O)NCCC(=O)OCc2ccc([N+](=O)[O-])cc2)cc1C,1.6,3%,-1%,-3%,-19,-6,i,-23%
COc1ccc(CCn2c(C)cc3c(c2=O)C(c2ccc4c(c2)OCO4)C(C#N)=C(N)O3)cc1OC (stereo not drawn),-1.7,5%,-4%,12%,0,7,i,-2%[57.5 µM]
O=C(CCN=C1NS(=O)(=O)c2ccccc21)OCc1cccc(Cl)c1,-0.4,0%,0%,-11%,4,3,i,i
Cc1ccc(N2C(=O)CCSC23C(=O)Nc2ccccc23)cc1 (stereo not drawn),-0.7,5%,x,7%,18,0,i,-14%[57.5 µM]
CCOC(=O)c1ccc(NC(=O)NC2CC3CCC(C2)N3Cc2nnnn2Cc2ccco2)cc1 (stereo not drawn),0.5,12%,1%,-4%,0,0,i,i
COc1cc(CNCc2ccc(OC)c(OC)c2OC)cc(OC)c1,-2.8,5%,3%,6%,-12,11,i,-11%
O=C1C2CCCN2C(c2ccc(F)cc2)N1c1ccc(Cl)cc1 (stereo not drawn),0.6,2%,0%,-14%,4,3,i,i
Cc1cc(C(=O)CSc2nnc(N)s2)c(C)n1C1CC1,0.4,3%,-2%,-6%,4,-2,i,i
O=C(O)c1ccc(NCCc2ccc(Cl)cc2)c([N+](=O)[O-])c1,0.9,-5%,-1%,-7%,-7,-10,i,-5%
CCOC(=O)Cc1csc(NC(=O)COc2ccc(C)cc2)n1,-1.9,8%,-1%,0%,-1,0,i,-46%[inhibitor]
OCC[C@@H]1C[C@H](O)[C@@H](O)[C@@]2(CCCc3ccccc3O2)O1,-0.3,4%,-4%,8%,4,10,i,i
O=C(N/N=C/c1cccc(O)c1)c1ccc(NC(=O)c2cccc([N+](=O)[O-])c2)cc1,-0.3,5%,-2%,4%,-23,-6,i,-11%
CC1(C)CCC(C)(C)NC(=S)N1,0.3&1.0,2%&-6%,0%,-13%&5%,-7&0,-4&-4,i,6%&10%
CCOc1ccc(OCc2cccc(C(=O)Nc3ccc(CN4CCCCC4)cc3)c2)cc1,-2.0,20%,0%,-13%,-26,2,i,-12%
O=C(Nc1cccc(-c2cn3c(n2)SCC3)c1)c1ccc2ccccc2n1,-2.7,-3%,-5%,-8%,20,1,i,-37%[inhibitor]

Brought forward from above: two entries; new compounds follow.
Structure,CCT chaperon mod,EPAC2 ag,MmCpn inh,EPAC2 antag,DRD3 antagonist,DRD3 agonist,pAkt inh,PTHR1 ag
CCOc1ccc(OCc2cccc(C(=O)Nc3ccc(CN4CCCCC4)cc3)c2)cc1,-2.0,20%,0%,-13%,-26,2,i,-12%
O=C(Nc1cccc(-c2cn3c(n2)SCC3)c1)c1ccc2ccccc2n1,-2.7,-3%,-5%,-8%,20,1,i,-37%[inhibitor]
CC(=O)Nc1cc(-c2ccc(C(=O)N3CCOCC3)cc2)cn2c(-c3ccc(F)c(Cl)c3)cnc12,0.0,4%,x,2%,27,0,i,-17%
O=C(Nc1ccncc1)Nc1ccccc1Cl,-0.8,10%,4%,-8%,-6,-4,i,-18%
O=C(c1ccco1)N(CCCN1CCOCC1)c1nc(-c2ccc(F)cc2)cs1,0.4,18%,-2%,6%,-25,-16,i,-8%[57.5 µM]
CCOc1ccccc1NC(=O)CCS(=O)(=O)c1ccc(Br)cc1,-2.0,5%,1%,7%,8,-6,i,i
Cc1ccc(C(C)C)c(OCCCCCN2CCOCC2)c1,0.7,4%,1%,1%,-52*,-17,i,i
CC(=O)Nc1ccc(NC(=O)C(C)OC(=O)C2CCC2)cc1 (stereo not drawn),2.0,8%,2%,-6%,u,-1,i,-49%
COc1ccc(OC)c(NC(=O)C2CCCNC2=O)c1 (stereo not drawn),1.3,8%,-1%,18%,-26,-9,x,-21%[57.5 µM]
CS(=O)(=O)NNC(=O)Cn1nnc(-c2ccc(OCc3ccccc3Cl)cc2)n1,-0.8,8%,x,13%,14,14,i,-16%
N#Cc1cc(Oc2cccc3cccnc23)c(-n2nnc3ccccc32)cc1C#N,-0.4,6%,u,10%,u,-47,i,-2%[57.5 µM]
Cc1ccc(S(=O)(=O)ON2C(=O)c3ccccc3C2=O)c(C)c1,-0.2,-1%,-1%,5%,-29,10,i,-54%[inhibitor]
O=C(CSc1ncnc2sc3c(c12)CCCCC3)NCc1ccco1,-0.2,3%,-7%,-2%,8,-2,i,-5%[57.5 µM]
Cc1nc(C(=O)N2CCCC(C(=O)c3cccc(OC(C)C)c3)C2)cs1 (stereo not drawn),-1.4,5%,2%,2%,14,3,i,-2%
COc1ccc(C(=O)COC(=O)CNC(=O)c2ccccc2)cc1F,-0.9,-3%,0%,13%,0,3,i,-1%
CC1CCN(CC[C@H]2CCCN2S(=O)(=O)c2cccc(O)c2)CC1,0.8,1%,-1%,17%,-29,0,i,-4%
COc1ccc(C(C)(C)C)cc1NC(=O)CCc1c(C)noc1C,2.0,6%,-2%,13%,-16,-2,i,-79%[inhibitor]
CC1=CC(=O)C(C(C)C)=CC1=NC(=O)c1ccc(C)cc1,-1.3,2%,0%,4%,1,1,i,i
COc1cccc(CN(C)C(=O)CCc2nnc(-c3ccsc3)o2)c1,-5.3,-1%,-2%,-1%,-15,-3,i,i
CN1/C(=C\C(=O)COC(=O)C2COc3ccccc3O2)C(C)(C)c2ccccc21 (stereo not drawn),1.5,7%,0%,-4%,3,0,i,-14%
O=C(Nc1cccc2cccnc12)c1ccccc1Cl,0.5,17%,x,-20%,14,17,i,i
CC(=O)NCCC(=O)Nc1nc2c(ccc3ccccc32)s1,1.1,6%,-9%,0%,1,-2,i,-11%
COc1cccc(/C=N/NC(=O)c2nc(-c3ccccc3)cc(-c3ccccc3)n2)c1O,-2.2,2%,1%,1%,9,7,i,-15%
O=C(NCc1ccccc1)c1onc(CSc2ccccc2)c1C(=O)NCC1CC1,-4.7,6%,0%,6%,-8,-17,i,i
CC1(C)CC2CC(C)(CN2C(=O)COC(=O)c2ccc(NC(=O)CC#N)cc2)C1 (stereo not drawn),1.1,-14%,0%,2%,6,6,i,i
Cc1cc(-c2csc(N)n2)c(C)n1Cc1ccccc1,1.7,3%,-3%,-1%,-10,2,i,0%
CC(=O)c1ccc(N2CCN(C(=S)Nc3ccccc3F)CC2)cc1,-1.0,2%,-5%,4%,-7,0,i,-22%
Cc1ccc(N2CC(C(=O)OCC(=O)Nc3cc(C)on3)CC2=O)c(C)c1 (stereo not drawn),-4.1,9%,-3%,4%,-4,5,i,20%
CC(=O)Nc1ccc(S(=O)(=O)Nc2nccc(C3Cc4ccccc4C(=O)O3)n2)cc1 (stereo not drawn),-1.7,3%,x,0%,4,7,i,i
Cc1csc(NC(=O)C2CCCN(S(=O)(=O)c3cccnc3)C2)n1 (stereo not drawn),-0.7,7%,0%,3%,-1,4,i,i
Cc1noc(C)c1S(=O)(=O)N1CCCC(C(=O)Nc2nccs2)C1 (stereo not drawn),-0.5,7%,1%,7%,-1,2,i,-85%[inhibitor]
CN1CCN(C(=O)/C=C/c2cn(-c3ccccc3)nc2-c2ccc3c(c2)OCCO3)CC1,1.8,0%,0%,5%,5,-11,i,i
COc1cc(NS(=O)(=O)c2ccc(NC(=O)/C=C/C(=O)O)cc2)nc(OC)n1,0.7,2%,-3%,-1%,7,2,i,i
Cc1cccc(C)c1NC(=O)C(c1ccccc1OC(F)(F)F)N1CCC(c2ccccc2)CC1 (stereo not drawn),x,-2%,x,-3%,0,10,i,-13%
CCc1ccc(C(O)(CNCc2ccccc2)c2ccccc2)cc1 (stereo not drawn),-1.2,16%,-2%,-19%,0,-19,i,-3%
COc1cc(NC(=O)CN(C)Cc2ccc(OC(F)F)cc2)c(C)cc1[N+](=O)[O-],-1.4,6%,1%,-4%,2,5,i,-32%[inhibitor]
CC(C)S(=O)(=O)C1=NSC2=NC(=O)/C(=C\c3ccc(OC(=O)c4ccco4)cc3)C(=N)N21,-2.5,1%,0%,-21%,6,1,x,-16%
CCOc1ccccc1-c1cc(C(=O)N/N=C/c2ccc3c(c2)OCO3)c2ccccc2n1,1.0,10%,-2%,6%,1,-8,i,-29%
O=C(O)c1cccc(-n2nnnc2SCc2ccccc2Cl)c1,-0.9,0%,1%,-2%,7,4,i,i
